GC-A act = GC-A (human) enzyme activation; P16066; HEK293 GC-A cells, cGMP TR-FRET, EC30 ANP; 0% at EC30 ANP, 100% saturating ANP; activation, % at 10 µM; 370,000 compounds, 0.14% hits; AID 1671463; in the data active means activation above about 40%
TCR CD3 inh = human TCR-CD3 binding inhibition. TAMRA-labeled TCR probe fluorescence, biochemical. inhibition, % at 9.4 µM. 360,000 compounds, 0.37% hits; in the data active means inhibition above about 19%;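 further: recombinant mutant TCR 2C K166C tagged with TAMRA read by polarization; 0% = receptor in buffer alone and 100% = receptor with positive control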
HTRA1 inhibitor = HTRA1 (human) protease inhibition; Q92743; recombinant HTRA1, FP-rhodamine activity-based probe, fluorescence polarization; inhibition, % at 5.96 µM; 340,000 compounds, 0.5% hits; AID 504803; in the data active means inhibition above about 36%;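 further: 0% = enzyme with DMSO and 100% = wells lacking enzyme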
Target sequence (Q92743 whole entry, looked up): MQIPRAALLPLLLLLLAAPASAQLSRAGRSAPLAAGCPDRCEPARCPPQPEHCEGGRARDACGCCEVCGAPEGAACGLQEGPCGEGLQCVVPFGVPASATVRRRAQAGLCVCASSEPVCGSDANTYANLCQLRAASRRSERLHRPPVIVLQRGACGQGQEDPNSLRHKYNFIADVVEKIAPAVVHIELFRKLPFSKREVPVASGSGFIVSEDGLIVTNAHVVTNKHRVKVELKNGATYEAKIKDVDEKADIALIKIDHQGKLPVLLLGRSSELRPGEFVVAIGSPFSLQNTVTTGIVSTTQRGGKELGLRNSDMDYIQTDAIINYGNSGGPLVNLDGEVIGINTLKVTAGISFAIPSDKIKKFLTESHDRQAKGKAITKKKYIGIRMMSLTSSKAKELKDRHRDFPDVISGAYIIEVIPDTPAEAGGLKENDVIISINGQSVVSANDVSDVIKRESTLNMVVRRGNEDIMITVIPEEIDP
MBD2 DNA inh = MBD2-methylated oligo binding inhibition | TR-FRET, MBD2 binding to methylated oligonucleotide | inhibition, % at 4.4 µM | 370,000 compounds, 0.31% hits; in the data active means inhibition above about 13%
SIAE inh = human SIAE inhibition, primary screen | inhibition, % at 9.66 µM | 370,000 compounds, 0.69% hits | SIAE FP-Rh probe binding, fluorescence polarization;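 active means inhibition above a cutoff: mean of compounds within the control limits plus 3 SD of those, cut at about 17% in these data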;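 further: 0% = plate median of compound wells and 100% = probe without SIAE protein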
rCAG RNA binder = binds r(CAG) RNA repeats; r(CAG) RNA repeat, TO-PRO-1 dye displacement fluorescence; inhibition, % at 3 µM; 370,000 compounds, 1.3% hits; AID 651821;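 active means inhibition above the plate cutoff, the mean of all test compounds on that plate plus 3 SD, cut at about 35% in these data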;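 further: 0% = DMSO alone and 100% = 100 µM mitoxantrone as full dye displacement; higher means more dye released from RNA so lower well fluorescence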
ABHD4 inh = inhibitors of mouse ABHD4; purified mABHD4, FP-Rh probe fluorescence polarization; inhibition, % at 8.92 µM; 370,000 compounds, 0.54% hits; AID 720543;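 active means inhibition exceeding the mean over every tested compound plus 3 SD, cut at about 30% in these data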;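 further: 0% = plate median of compound wells and 100% = S159A mutant with DMSO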
Target sequence (Q8VD66 whole entry, looked up): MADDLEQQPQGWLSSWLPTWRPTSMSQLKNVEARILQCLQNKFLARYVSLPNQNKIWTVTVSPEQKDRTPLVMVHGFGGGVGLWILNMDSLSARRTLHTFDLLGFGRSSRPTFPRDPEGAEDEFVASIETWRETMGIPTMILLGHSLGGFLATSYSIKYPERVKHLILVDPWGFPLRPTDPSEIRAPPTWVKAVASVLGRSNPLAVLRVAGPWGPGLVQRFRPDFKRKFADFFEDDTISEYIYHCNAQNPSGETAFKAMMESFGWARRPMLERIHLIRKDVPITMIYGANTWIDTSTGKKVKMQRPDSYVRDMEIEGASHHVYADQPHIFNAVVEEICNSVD
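Test system: mABHD4 protein | Buffer or medium: HEPES pH 7.0 buffer, 150 mM NaCl, 0.01% Pluronic F-127 | Probe or stimulus: FP-Rh fluorescent activity-based probe, added after compound pre-incubation | Timing: Pre-incubation 45 min, probe exposure 60 min, at 25 °C | Technique: Fluorescence polarization, excitation 525 nm, emission 598 nm, BODIPY TMR filters | Repeats: Single well per compound (singlicate)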
NPR2 activator = GC-B (human) receptor activation; HEK293-GC-B cells, CNP EC30, cGMP TR-FRET; 0% at EC30 CNP, 100% saturating CNP; activation, % at 10 µM; 370,000 compounds, 0.11% hits; AID 1920062;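 active means activation at 10 µM reaching about 35% in either raw or pattern-adjusted values, limit read from the data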
UHRF1 MBD2 ctr = blocks human UHRF1 binding to methylated DNA; Q96T88; UHRF1 binding to methylated oligo, TR-FRET; inhibition, % at 4.4 µM; 370,000 compounds, 0.75% hits; AID 687016; in the data active means inhibition above about 21%;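 further: UHRF1 SRA domain binding a hemimethylated CpG hairpin DNA probe; 0% = median of test compound wells and 100% = reference inhibitor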
PRMT1 FP inh = inhibitors of human PRMT1 | Q99873 | recombinant PRMT1, activity-based probe fluorescence polarization | inhibition, % at 2.79 µM | 370,000 compounds, 1.3% hits | AID 652257;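 active means inhibition above about 21% made by adding two undisclosed values, limit read from the data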
* = called active by the depositor; · = no result given. Only part of the results is shown. The share of hits here may be higher or lower than overall.

Under each structure: GC-A act	TCR CD3 inh	HTRA1 inhibitor	MBD2 DNA inh	SIAE inh	rCAG RNA binder	ABHD4 inh	NPR2 activator	UHRF1 MBD2 ctr	PRMT1 FP inh
CCOc1ccc(CCNC(=O)COC(=O)C2CCN(S(=O)(=O)c3ccc(C)c(C)c3)CC2)cc1OCC
 : 3	-2	-11	-4	3	3	6	3	3	2
O=C(c1cc(=O)c2ccccc2o1)N1CCCc2ccccc21
 : -9	4	-4	-2	-5	-2	-8	-3	2	-3
CCN(CC)C(=O)CC[C@H]1CC[C@]2(CCCN(C(=O)C3CCCC3)C2)O1
 : 0	·	·	-5	-5	0	6	-5	0	3
COc1ccc(-c2ccc3c(n2)CCCN3S(=O)(=O)c2ccc(F)cc2)cc1
 : -1	-14	·	5	-2	4	-18	-1	3	-6
CN1C(=O)[C@@]2(O[C@H]3C=CC=CN3C3=C2C(=O)CCC3)c2cc([N+](=O)[O-])ccc21
 : 4	0	·	-6	1	5	7	8	-2	7
O=C1COc2ccc(C(=O)NCc3ccco3)cc2N1
 : 4	-5	3	0	-6	-1	7	-3	1	3
Cc1ccc(Cl)cc1NC(=O)c1ccccc1OCC(=O)Nc1ccc(Cl)cc1
 : -7	-1	-4	3	-3	4	-9	-7	-4	-3
O=C(COC(=O)c1ccco1)Nc1nnc(-c2ccccc2)o1
 : 0	-3	2	0	0	7	1	3	3	4
O=C(NCc1ccc(F)cc1)c1noc2c1CCCCC2
 : 2	4	-8	5	1	-11	-3	1	2	0
CC1(c2nnc(Cc3ccccc3)o2)CC(c2ccc(Cl)cc2)=NO1 (stereo unspecified)
 : 0	-4	-6	4	4	3	-4	2	1	3
Cc1sc2ncn(CC(=O)NCCCC(=O)Nc3ccc(C(C)C)cc3)c(=O)c2c1C
 : -4	-11	10	5	0	1	-8	-4	7	-1
Cn1ncc2c(Nc3ccc4ccccc4c3)ncnc21
 : 3	6	-10	-1	-11	2	-4	-1	0	2
CC(C)c1ccc(C=NNc2ccc([N+](=O)[O-])cn2)cc1
 : -1	-3	-18	2	-1	6	3	-12	1	-1
O=C(Nc1ccc(Cl)cc1)c1ccc2c(c1)S(=O)(=O)c1ccccc1C2=O
 : -4	5	3	2	4	3	0	0	-1	-3
CC(C)(Oc1ccc(Cl)cc1)C(=O)N1CCN(c2ccccn2)CC1
 : -29	7	-6	2	1	-2	2	-27	-4	-2
COc1ccc(/C=C/C(=O)NCCCNC(=O)/C=C/c2ccc(OC)c(OC)c2)cc1OC
 : 0	-3	4	-5	4	-1	-1	4	-5	-7
O=C(CCC(=O)c1ccccc1)NC1CCCN(Cc2ccccc2F)C1 (stereo unspecified)
 : 0	-6	7	9	-4	-2	0	2	5	-3
CC1CC(C)CN(S(=O)(=O)c2ccc3c(c2)CC(=O)N3)C1 (stereo unspecified)
 : -1	6	-1	-3	11	7	5	4	0	-3
Cc1ccc(S(=O)(=O)NC(CC(=O)NC2CCCC2)c2ccco2)cc1 (stereo unspecified)
 : 2	8	1	-2	5	-4	4	-5	-2	1
NS(=O)(=O)c1ccc(CCn2c(=S)[nH]c3ccc(F)cc3c2=O)cc1
 : 2	0	-8	-2	-14	7	-9	-2	-3	-2
CSc1ccccc1NC(=O)N1CCC(CO)(CC2CCCCO2)CC1 (stereo unspecified)
 : -3	0	0	0	1	-3	6	5	2	3
Cn1c(SCC(=O)Nc2ncc(C(F)(F)F)cc2Cl)nnc1-c1ccc(Cl)cc1
 : -5	2	-8	5	-5	-5	-1	-5	0	3
CC(C)Cn1c2c(c(=O)[nH]c1=O)C(NS(=O)(=O)c1ccc(Cl)cc1)(C(F)(F)F)C(=O)N2 (stereo unspecified)
 : 2	-7	2	4	-5	-1	0	-5	13	5
CC1(C(=O)NS(=O)(=O)c2ccc(Cl)cc2)CCN1C(=O)CC1CC1 (stereo unspecified)
 : 4	-2	·	-2	2	3	-2	5	2	0
Cc1cccc(C(P(=O)(c2ccccc2)c2ccccc2)P(=O)(c2ccccc2)c2ccccc2)n1
 : -18	-11	-1	5	-6	0	7	-11	4	1
COc1ccc(C(=O)C=Cc2ccc(OCc3ccccc3)c(OC)c2)cc1OC
 : -7	-8	-31	7	-13	12	-32	2	3	4
Cc1ccccc1-c1nnc(CN2CCN(C(=O)c3ccco3)CC2)o1
 : 2	-3	-4	0	-1	-3	3	4	1	1
C[C@H](O)[C@@H]1CN2CCc3ccc(-c4ccc5c(c4)OCO5)cc3[C@@H]2C[C@@H]1N(C)Cc1ccccc1
 : 3	6	·	4	4	5	0	3	-2	-5
Cc1ccc(S(=O)(=O)/N=C2/NC(=O)/C(=C/c3ccccn3)S2)cc1
 : 2	5	-9	0	-19	45*	-5	-3	-3	-2
CCOc1nsc(OCC)n1
 : 6	10	0	-1	-8	3	4	0	-1	0
Cc1cc(C)c(NC(=O)CN(C)C(=O)C2CC(=O)N(c3cccc4ccccc34)C2)c(C)c1 (stereo unspecified)
 : 5	-1	0	1	6	0	-1	4	-3	-2
Cc1ccc(NC2CCCCC2NS(=O)(=O)c2ccc(Cl)cc2)cc1 (stereo unspecified)
 : -4	6	-3	-5	2	4	2	-10	-1	0
O=C(NC1CCCCC1)c1ccc2[nH]c(=O)c(=O)[nH]c2c1
 : 4	0	4	2	-4	2	4	-1	-2	2
C/C=C(\C)C(=O)NCCN1C2=NC[C@H](C(C)C)N2C[C@H]1Cc1ccc(O)cc1
 : 4	4	-3	-6	3	1	4	2	-1	-4
O=C(CSc1nnc(-c2ccncc2)n1CC1CCCO1)Nc1cccc(O)c1 (stereo unspecified)
 : 4	0	-1	-1	3	4	1	0	1	2
CCN(CC(=O)NCc1ccc(Cl)cc1)C(=O)CNS(=O)(=O)c1ccc(NC(C)=O)cc1
 : 2	-4	2	-4	-12	0	-6	1	-1	9
CC(C)(CO)Cc1cc(C(C)(C)C)c(O)c(C(C)(C)C)c1
 : 8	0	-20	7	-2	-4	-30	3	2	11
CN1CCN(CC(=O)NN(Cc2ccccc2)c2ccccc2)CC1
 : -3	5	3	1	1	-4	18	-8	1	1
COc1ccc2oc(C(=O)OCC(=O)NC(C)(C#N)C3CC3)c(C)c2c1 (stereo unspecified)
 : -1	-3	0	1	-5	1	4	1	-1	1
CNC(=O)Nc1ccccc1NC(=O)NC
 : 2	-5	-3	-1	-1	-3	-4	2	1	4
O=C(NCc1ccc2c(c1)OCO2)c1cc2ccccc2o1
 : 1	0	-10	0	-1	-5	3	0	-1	0
O=C(c1ccco1)N1N=C(C2CCCCC2)CC1(O)C(F)(F)F (stereo unspecified)
 : 8	0	-4	6	-4	-8	-2	1	1	1
COCc1ccc(C(=O)NC2CCCc3c2cnn3-c2cc(C)cc(C)c2)s1 (stereo unspecified)
 : -2	3	-25	-5	-8	-3	-4	-1	0	-4
O=C(NCc1ccccc1)[C@@H]1CCCN1C(=O)[C@@H]1CCCN1C(=O)c1cccc2ccccc12
 : 0	-17	·	-8	-3	1	-9	5	1	-2
COc1ccc(OC)c(-c2csc(NC(=O)COC(=O)C3(C)CC3(Cl)Cl)n2)c1 (stereo unspecified)
 : 1	9	-25	2	-26	4	-28	-7	0	0
O=C(O)c1ccc(Br)cn1
 : 0	0	2	1	-2	-1	-1	-6	0	2
CC(C)N1CCCCC(NC(=O)c2c(F)cccc2F)C1=O (stereo unspecified)
 : 6	·	·	-7	1	0	-4	1	-3	-5
Cc1cc[n+](-c2[nH]c(=O)sc2/C=N/N=C(\[O-])c2ccccc2)cc1
 : -1	-1	·	-6	7	-2	11	2	-2	10
COc1cccc(-c2ccc(SCc3ccccn3)nn2)c1
 : 3	0	-5	-2	-6	-6	-7	5	1	2
O=C(Nc1nnc(C2CCCC2)s1)C1CCN(S(=O)(=O)c2ccc(Cl)cc2)CC1
 : 0	6	8	5	-6	3	12	-5	-1	1

Not a retest: an excerpt of the list.
Under each structure: GC-A act	TCR CD3 inh	HTRA1 inhibitor	MBD2 DNA inh	SIAE inh	rCAG RNA binder	ABHD4 inh	NPR2 activator	UHRF1 MBD2 ctr	PRMT1 FP inh
O=C(NCc1ccc2c(c1)OCO2)c1cc2ccccc2o1
 : 1	0	-10	0	-1	-5	3	0	-1	0
O=C(c1ccco1)N1N=C(C2CCCCC2)CC1(O)C(F)(F)F (stereo unspecified)
 : 8	0	-4	6	-4	-8	-2	1	1	1

(more compounds)
Under each structure: GC-A act	TCR CD3 inh	HTRA1 inhibitor	MBD2 DNA inh	SIAE inh	rCAG RNA binder	ABHD4 inh	NPR2 activator	UHRF1 MBD2 ctr	PRMT1 FP inh
CCN(CC)c1cc(C(F)(F)F)nc(-c2ccccn2)n1
 : 1	5	-17	-4	3	-3	3	4	-2	-1
Cc1ccccc1OCC1CNC(=O)O1 (stereo unspecified)
 : 3	8	2	0	-3	0	9	-1	-2	3
COc1cc(/C=C2\SC(c3ccc(C)cc3)=NC2=O)cc(OC)c1O
 : -20	-1	20	-4	-8	17	12	-12	-5	17
O=C(O)CCC(=O)Nc1cccc(-c2csc(-c3ccccc3)n2)c1
 : 0	1	-15	-1	-6	28	-1	5	0	-4
Cn1c(SCC(=O)Nc2ccc(F)cc2F)nnc1-c1cccnc1
 : 1	-3	-8	-1	6	0	-3	14	-2	-4
CC1CCCCN1C(=O)c1cc2c(=O)n3ccccc3nc2s1 (stereo unspecified)
 : 6	-4	1	-7	-9	0	-2	-3	0	-4
Cc1ccc(S(C)(=O)=O)cc1C(=O)Nc1ccc(S(=O)(=O)Nc2nccs2)cc1
 : 0	-3	4	4	24*	20	24	5	-1	0
Cc1cccc(NC(=O)NC2CCCCCCC2)c1C
 : 2	-3	1	3	2	-3	-1	8	1	-1
O=C(NCCCN1CCCC1=O)c1cccc(N2CCCC2=O)c1
 : 6	-4	1	-1	1	-3	2	1	2	-3
O=C(Nn1cnnc1)c1ccccc1-c1ccccc1
 : 3	4	3	6	0	-1	-2	4	4	-2
Cc1ccccc1NC(=O)Cc1nc(COC(=O)c2ncc(Cl)c(Cl)c2Cl)cs1
 : 1	10	-17	-2	3	-7	4	3	-2	-1
CCCN1CCC(=O)N(CCSc2ccccc2)CC1
 : -2	-1	-3	0	-5	-8	1	4	0	-2
CC(CN1CCCCC1)OC(=O)c1ccccc1Cl (stereo unspecified)
 : 1	3	-2	0	1	0	5	23	-2	2
Cc1ccc(Cn2cc(CN(C)C3CN(Cc4cn(Cc5ccc(C)cc5)nn4)S(=O)(=O)C3)nn2)cc1 (stereo unspecified)
 : -3	-6	·	6	-1	0	-2	6	13	4
O=C(NCCc1c[nH]c2ccccc12)C1CCN(Cc2ccc(Br)cc2)CC1
 : -11	6	-4	0	5	6	-5	-17	-1	0
CN(C)c1ccc(C=C2C(=O)OC(C)(C)OC2=O)cc1
 : 10	-18	-5	1	-7	-1	-9	1	-3	1
CCC(C)NCCOCCOc1ccc(Br)cc1C (stereo unspecified)
 : -5	3	3	-7	3	4	3	1	1	-2
O=C(Nc1ccccc1Sc1ccccc1)c1ccc(F)cc1
 : 2	1	-21	0	1	-2	-8	1	1	1
CC1(C)CC(=O)C=C(NCc2cccc(C(F)(F)F)c2)C1
 : 0	-5	1	-3	0	-4	-2	-2	0	5
COCCN(C(=O)COC(=O)c1ccc2c(c1)OCCO2)c1c(N)n(Cc2ccccc2)c(=O)[nH]c1=O
 : -1	2	-5	2	1	-3	1	-1	-1	0
COC(=O)c1sc(N2C(=O)C(O)=C(C(=O)c3ccc(C)o3)C2c2ccc([N+](=O)[O-])cc2)nc1C (stereo unspecified)
 : 1	-9	-27	-2	6	66*	-13	-3	-2	6
Cc1ccc(C2CC(c3cccs3)=NN2C(=O)c2ccc(Br)o2)cc1 (stereo unspecified)
 : 4	1	-70	-3	-10	9	-48	6	-3	2
